PI4K2A inh – PI4K2A (human) kinase inhibition; Q9BTU6; purified PI4K2A, ADP-Glo luminescence, 1 h; active compounds read low; activity change, negative = inhibition, % at 76.9 µM; 420,000 compounds, 0.13% hits; in the data active means activity change below about -50%; inconclusive means mostly about -30% to -49%;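 further: -100% = wells without enzyme as full effect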
Target sequence (Q9BTU6 whole entry, looked up): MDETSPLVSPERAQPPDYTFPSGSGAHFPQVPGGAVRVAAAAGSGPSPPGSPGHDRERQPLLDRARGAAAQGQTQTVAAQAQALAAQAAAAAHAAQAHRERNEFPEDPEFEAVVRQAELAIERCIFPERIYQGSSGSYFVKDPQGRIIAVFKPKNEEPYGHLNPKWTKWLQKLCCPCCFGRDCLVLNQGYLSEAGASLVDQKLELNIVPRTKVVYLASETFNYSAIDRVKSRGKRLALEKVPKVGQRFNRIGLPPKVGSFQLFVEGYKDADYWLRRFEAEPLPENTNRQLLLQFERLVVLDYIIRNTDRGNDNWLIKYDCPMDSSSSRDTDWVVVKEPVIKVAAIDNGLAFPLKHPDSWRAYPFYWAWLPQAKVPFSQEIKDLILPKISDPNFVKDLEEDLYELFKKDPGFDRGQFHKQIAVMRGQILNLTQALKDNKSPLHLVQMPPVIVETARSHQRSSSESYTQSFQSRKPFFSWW
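PI4K2A activity was measured by ADP-Glo luminescence: enzyme (4 ug/mL stock) and phosphatidylinositol (1.2 mM stock) in Tris pH 7.5/MgCl2/EGTA/Triton X-100 buffer were reacted with ATP (300 microM stock) for one hour at ambient temperature.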
D2 antagonist – antagonists of human D2 dopamine receptor. HEK293 TREx D2 cells, calcium flux, dopamine EC80. inhibition, % at 10 µM. 340,000 compounds, 2% hits. P14416; in the data active means inhibition above about 30%; further: 0% is about no effect
Target sequence (P14416 whole entry, looked up): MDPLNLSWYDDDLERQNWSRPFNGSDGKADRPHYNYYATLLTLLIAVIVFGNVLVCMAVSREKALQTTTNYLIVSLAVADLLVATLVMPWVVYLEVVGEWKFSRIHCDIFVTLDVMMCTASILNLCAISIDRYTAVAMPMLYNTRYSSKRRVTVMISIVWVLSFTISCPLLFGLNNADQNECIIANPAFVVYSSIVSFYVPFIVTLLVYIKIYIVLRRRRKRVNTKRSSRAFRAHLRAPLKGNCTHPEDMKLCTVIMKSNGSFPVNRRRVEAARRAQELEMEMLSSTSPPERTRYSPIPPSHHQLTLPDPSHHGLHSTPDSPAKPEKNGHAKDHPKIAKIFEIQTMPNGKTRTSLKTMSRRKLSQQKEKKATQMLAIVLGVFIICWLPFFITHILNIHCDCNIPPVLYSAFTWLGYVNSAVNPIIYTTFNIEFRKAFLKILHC
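Measurement of antagonist activity uses fluorescent calcium dye in inducible HEK293 T-REx D2 cells: 10 s baseline, compound addition with 180 s read, EC80 dopamine addition with a further 180 s read.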
TRHR PAM – allosteric enhancers of human TRH receptor; P34981; TRHR cells, fluo-8 calcium fluorescence, EC20 TRH enhancement; enhancement, % at 2 µM; 360,000 compounds, 0.66% hits; in the data active means enhancement above about 30%; further: 0% is about no effect
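TRHR-expressing cells loaded with fluo-8 calcium dye were read kinetically (ex 480/em 530) during compound addition, then stimulated with an EC20 of TRH (10 nM final). Enhancement of the Gq-mediated intracellular calcium response was scored.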
TRHR agonist – activates the human TRH receptor. TRHR cells, calcium flux fluo-8, FDSS agonist mode. activation, % at 2 µM. 360,000 compounds, 0.18% hits. AID 493084; in the data active means activation above about 30%; further: 0% is about no effect
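TRHR-expressing cells loaded with fluo-8 calcium dye; 23 nL library compound pin-transferred, kinetic FDSS fluorescence (Ex 480/Em 530) recorded about 180 s for agonist-induced calcium release, before a 10 nM TRH EC20 addition for potentiator mode.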
IDH1 R132H inh – human IDH1 R132H inhibition. O75874. IDH1-R132H enzyme, NADPH consumption, diaphorase/resazurin fluorescence. Potency, µM (doses to about 76.6 µM), for inactives: at the highest dose activity change, negative = inhibition, usual class: inhibitors. 390,000 compounds, 0.093% hits; further: potency means the concentration at half of the fitted maximal effect; on the % scale 0 is the no-effect control and ±100 the full control effect; nearly all actives have a fitted effect of over 65% in size
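IDH1-R132H (0.5 ug/mL) preincubated 30 min with compound, then NADPH (0.016 mM) and alpha-KG (2 mM) added; 80 min at RT, pH 7.5. Remaining NADPH coupled via diaphorase/resazurin to fluorescence (540/590 nm); concentration-response curves normalized to no-enzyme control.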
TrxR1 inh – blocks rat thioredoxin reductase 1; O89049; recombinant rTrxR1, NADPH fluorescence consumption, selenite substrate; Potency, µM (top dose mostly 114 µM), inactives show top-dose activity change, negative = inhibition, hits mostly inhibitors; 390,000 compounds, 1% hits; AID 588453; further: potency means the concentration at half of the fitted maximal effect; on the % scale 0 is the no-effect control and ±100 the full control effect; nearly all actives have a fitted effect of over 65% in size
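Rat TrxR1 (90 nM in the dispensed reagent) was pre-reduced with 400 uM NADPH for 5 min at room temperature, then incubated with compound for 15 min. After 400 uM selenite was added, NADPH fluorescence (Ex 340/Em 450 nm) was followed for 8 min.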
USP1 inh – blocks the human USP1/UAF1 deubiquitinase complex; O94782; recombinant USP1/UAF1, Ub-Rhodamine cleavage fluorescence; Potency, µM (top dose mostly 57.1 µM), inactives show at the top dose activity change, negative = inhibition, usual class: inhibitors; 390,000 compounds, 0.23% hits; further: potency means the concentration at half of the fitted maximal effect; on the % scale 0 is the no-effect control and ±100 the full control effect; nearly all actives have a fitted effect of over 60% in size; inactives centre near -12
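USP1/UAF1 complex (1 nM) preincubated 15 min at room temperature with compound, then Ub-Rho substrate (150 nM final) added. Kinetic fluorescence at 480/540 nm over 6 reads at 60 s intervals; 50 mM HEPES pH 7.8, 0.5 mM EDTA, 0.1 mg/ml BSA, 1 mM TCEP, 0.01% Tween-20.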
D2 agonist – activates the human D2 dopamine receptor | P14416 | HEK293 T-REx D2 cells, calcium flux agonist mode | activation, % at 2 µM | 340,000 compounds, 0.53% hits | AID 485358;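 active means activation over 3 SD above normal in the single-dose calcium agonist read, cut at about 30% in these data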; further: 0% is about no effect
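Tetracycline-induced HEK293 T-REx cells with force-coupled D2 receptor, plated overnight at 30 C, loaded with no-wash calcium dye. After a 10 s baseline, compound was pin-added and calcium flux read kinetically for 180 s; calcium rises flagged agonists.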
TrxR1 substrate – is turned over as a substrate by rat TrxR1 | O89049 | purified TrxR1 substrate turnover, NADPH consumption readout | Potency, µM (titrated, usually from 114 µM), for inactives: at the highest dose activity change, negative = substrate turnover | 390,000 compounds, 0.01% hits; further: potency means the concentration at half of the fitted maximal effect; on the % scale 0 is the no-effect control and ±100 the full control effect; nearly all actives have a fitted effect of over 50% in size
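Rat TrxR1, dispensed at 90 nM, was prereduced with 400 uM NADPH (final) for 5 min at ~22 deg C, then incubated with compound 15 min before 400 uM selenite. A first-read NADPH fluorescence drop versus no-compound background flagged substrates.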
The depositor's hits bear a star; & = joins results of further samples; [ ] = another dose, or the depositor's remark. Unless noted, the call rests on the fitted dose curve; in most records, active means well fitted inhibition curve with a large enough effect; inconclusive means small, poorly fitted or top-dose-only effect; inactive means no such curve, though single readings can be large or run the other way.

How did CCc1c(C)nc2ncnn2c1Nc1ccc(C(C)=O)cc1 do in these assays?
PI4K2A inh: -2; D2 antagonist: 14; TRHR PAM: -4; TRHR agonist: -0.1; IDH1 R132H inh: 2%; TrxR1 inh: -16%; USP1 inh: 5%; D2 agonist: 0.2; TrxR1 substrate: -14%

Results for O=C(COCc1cc(-c2ccco2)on1)Nc1cccc(Cl)c1Cl ?
PI4K2A inh: 1; TRHR PAM: 2; TRHR agonist: -1.4; IDH1 R132H inh: 7%; TrxR1 inh: 6%; USP1 inh: inconclusive; D2 agonist: 0.1; TrxR1 substrate: 0%

Results for COC(=O)c1cc(C)nc2c1c(=O)nc(SCc1cccc(C)c1)n2C1CC1 ?
PI4K2A inh: -4; TRHR PAM: 3; TRHR agonist: -0.3; IDH1 R132H inh: -14%; TrxR1 inh: 20%[57.1 µM]; USP1 inh: -11%; TrxR1 substrate: 2%[57.1 µM]

How did CN(C)CCNC(=O)c1c(O)c2c([nH]c1=O)CCCC2 do in these assays?
PI4K2A inh: 7; D2 antagonist: 12; TRHR PAM: 15; TRHR agonist: 2.2; IDH1 R132H inh: -2%; TrxR1 inh: 0%[57.1 µM]; USP1 inh: -14%; D2 agonist: 5.0; TrxR1 substrate: 6%[57.1 µM]

What do the screens show for `Cc1cccc(OCC(=O)Nc2ccccc2C(=O)OCc2cc(=O)n3nc(C)sc3n2)c1`?
PI4K2A inh: 6; TRHR PAM: 1; TRHR agonist: 1.1; IDH1 R132H inh: 0%; TrxR1 inh: 12%[57.1 µM]; USP1 inh: -14%; D2 agonist: 1.6; TrxR1 substrate: 3%[57.1 µM]

How did CCC(C)(C)n1nnnc1C(c1cccs1)N1CCN(c2nc3ccccc3s2)CC1 (stereo unspecified) do in these assays?
PI4K2A inh: 0; D2 antagonist: -2; TRHR PAM: -8; TRHR agonist: 0.8; IDH1 R132H inh: 7%; TrxR1 inh: 32%; USP1 inh: -11%; D2 agonist: 0.3; TrxR1 substrate: 10%

How did O=C(CN1C(=O)S/C(=C\c2ccc(Cl)cc2)C1=O)NC1C=CS(=O)(=O)C1 (stereo unspecified) do in these assays?
PI4K2A inh: 5; D2 antagonist: 1; TRHR PAM: 0; TRHR agonist: 0.3; IDH1 R132H inh: 0%; TrxR1 inh: 5%; USP1 inh: -23%; D2 agonist: 0.7; TrxR1 substrate: 0%

What do the screens show for `Cc1ccc(NC(=O)CSc2cn(CC(=O)N3CCOCC3)c3ccccc23)cc1Cl`?
PI4K2A inh: -1; TRHR PAM: 9; TRHR agonist: 0.0; IDH1 R132H inh: -11%; TrxR1 inh: 18%; USP1 inh: -22%; D2 agonist: 0.5; TrxR1 substrate: 2%

What do the screens show for `CC1(C)C2(C#N)C(=O)NC(=O)C12C#N` (stereo unspecified)?
PI4K2A inh: -1; IDH1 R132H inh: -2%; TrxR1 inh: 7%[57.1 µM]; USP1 inh: 5%; TrxR1 substrate: -5%[2.29 µM]

What do the screens show for `COc1ccc2nc(N(Cc3cccnc3)C(=O)c3ccco3)sc2c1`?
PI4K2A inh: 3; TRHR PAM: 9; TRHR agonist: -0.1; IDH1 R132H inh: 37%[activator]; TrxR1 inh: 0%[57.1 µM]; USP1 inh: -16%; D2 agonist: 0.3; TrxR1 substrate: -2%[57.1 µM]

Results for Cc1ccc(NC(=O)C(Cc2ccccc2)N2Cc3ccccc3C2=O)cc1Cl (stereo unspecified) ?
PI4K2A inh: -3; TRHR PAM: 11; TRHR agonist: 1.5; IDH1 R132H inh: 6%; TrxR1 inh: -19%; USP1 inh: -13%; D2 agonist: 0.9; TrxR1 substrate: -16%

Results for CN1CCN(c2nc3c(c(=O)[nH]c(=O)n3C)n2CCOc2ccccc2)CC1 ?
PI4K2A inh: -11; D2 antagonist: 4; TRHR PAM: 3; TRHR agonist: 1.0; IDH1 R132H inh: 1%; TrxR1 inh: -12%; USP1 inh: 1%; D2 agonist: -0.2; TrxR1 substrate: -7%

Results for Cc1ccc(-n2ncc(C(=O)NCCN3CCN(C)CC3)c2C2CCN(C(=O)OC(C)(C)C)CC2)c(C)c1 ?
PI4K2A inh: 0; TRHR PAM: -4; TRHR agonist: 2.4; IDH1 R132H inh: 20%; TrxR1 inh: 1%; USP1 inh: -17%; D2 agonist: 1.0; TrxR1 substrate: -7%

Results for Cc1cc(C)cc(NC(=O)CSc2nnc(NC(=O)C3CC3)s2)c1 ?
PI4K2A inh: 2; D2 antagonist: -34; TRHR PAM: 3; TRHR agonist: 0.1; IDH1 R132H inh: 25%; TrxR1 inh: 22%; USP1 inh: 5%; D2 agonist: 0.6; TrxR1 substrate: 1%

How did COc1cccc(C2C(C#N)=C(N)Oc3c2oc(CO)cc3=O)c1OC (stereo unspecified) do in these assays?
PI4K2A inh: 1; D2 antagonist: 4; TRHR PAM: 13; TRHR agonist: 0.1; IDH1 R132H inh: 0%; TrxR1 inh: -11%; USP1 inh: -13%; D2 agonist: 0.1; TrxR1 substrate: -6%

What do the screens show for `Cc1cccc(CCNC(=O)CNS(=O)(=O)c2ccc3nc(C)sc3c2)c1`?
PI4K2A inh: 3; D2 antagonist: 1; TRHR PAM: -2; TRHR agonist: -2.1; IDH1 R132H inh: -8%; TrxR1 inh: 7%; USP1 inh: -11%; D2 agonist: -0.2; TrxR1 substrate: -3%

Results for Cc1ccc(NC(=O)Nc2cccc(C)n2)cc1 ?
PI4K2A inh: -1&-1; D2 antagonist: -3; TRHR PAM: 2&-4; TRHR agonist: 1.0&-1.6; IDH1 R132H inh: 6%&-5%; TrxR1 inh: 10%&16%; USP1 inh: -7%&-27%; D2 agonist: -0.6&-2.6; TrxR1 substrate: -1%&4%

Results for COc1ccc(CN2[C@@H](CC(=O)O)c3cc(C(F)(F)F)ccc3S2(=O)=O)cc1 ?
PI4K2A inh: -1; IDH1 R132H inh: -1%; TrxR1 inh: -5%&-9%; USP1 inh: 6%; TrxR1 substrate: 2%&-2%

What do the screens show for `COc1ccc(CCn2c(-c3ccc(OC)cc3)nc3c(c(=O)c4ccccc4n3C)c2=O)cc1`?
PI4K2A inh: -5; D2 antagonist: 21; TRHR PAM: -22; TRHR agonist: -0.5; IDH1 R132H inh: -8%; TrxR1 inh: 18%; USP1 inh: -7%; D2 agonist: -0.6; TrxR1 substrate: 4%

What do the screens show for `COc1ccc(Nc2nnc(SCC(=O)NC3CC3)s2)cc1`?
PI4K2A inh: 1; D2 antagonist: 5; TRHR PAM: 5; TRHR agonist: 0.3; IDH1 R132H inh: -3%; TrxR1 inh: 14%; USP1 inh: -16%; D2 agonist: -0.2; TrxR1 substrate: 0%

What do the screens show for `COc1cc(NC(=O)CCc2nnc3ccc(N4CCCC4)nn23)cc(OC)c1OC`?
PI4K2A inh: 6; D2 antagonist: 5; TRHR PAM: -4; TRHR agonist: -0.2; IDH1 R132H inh: -4%; TrxR1 inh: 19%; USP1 inh: -21%; D2 agonist: -0.3; TrxR1 substrate: 2%

What do the screens show for `CC1(C)COC(c2cccn2Cc2ccc(F)cc2Cl)=N1`?
PI4K2A inh: -2; D2 antagonist: -7; TRHR PAM: 4; TRHR agonist: -0.4; IDH1 R132H inh: 17%; TrxR1 inh: 8%[57.1 µM]; USP1 inh: -19%; D2 agonist: -1.5; TrxR1 substrate: 14%[57.1 µM]

How did NC(=O)c1cc([N+](=O)[O-])ccc1NCCc1ccccc1 do in these assays?
PI4K2A inh: 1; D2 antagonist: 6; TRHR PAM: 10; TRHR agonist: -0.9; IDH1 R132H inh: 3%; TrxR1 inh: 4%; USP1 inh: -13%; D2 agonist: -1.9; TrxR1 substrate: -2%

Results for Cc1cccc(C)c1NC(=O)COC(=O)C1CC(=O)N(Cc2ccccc2)C1 (stereo unspecified) ?
PI4K2A inh: 1; D2 antagonist: -2; TRHR PAM: -4; TRHR agonist: -0.3; IDH1 R132H inh: 1%; TrxR1 inh: 17%[57.1 µM]; USP1 inh: -15%; D2 agonist: 0.4; TrxR1 substrate: 5%

How did O=C(CSc1ccccc1)N1CCN(S(=O)(=O)c2cccs2)CC1 do in these assays?
PI4K2A inh: 0; D2 antagonist: 2; TRHR PAM: -1; TRHR agonist: 0.1; IDH1 R132H inh: -17%; TrxR1 inh: 23%; USP1 inh: -16%; D2 agonist: 0.4; TrxR1 substrate: 0%

How did CCN(CC)C(=O)CSc1nnc(-c2cc(OC)cc(OC)c2)o1 do in these assays?
PI4K2A inh: 0; D2 antagonist: -8; TRHR PAM: 1; TRHR agonist: -0.8; IDH1 R132H inh: -3%; TrxR1 inh: -12%[57.1 µM]; USP1 inh: 2%; D2 agonist: 1.4; TrxR1 substrate: -1%[57.1 µM]

Results for CN1CCN(C(=O)Cn2c(-c3cccs3)cc3cc(Cl)ccc32)CC1 ?
PI4K2A inh: 0; TRHR PAM: 12; TRHR agonist: -0.6; IDH1 R132H inh: -11%; TrxR1 inh: 10%; USP1 inh: 1%; D2 agonist: -1.1; TrxR1 substrate: 34%[activator]

How did O=c1c2cnn(-c3ccccc3)c2ncn1CCc1ccccc1 do in these assays?
PI4K2A inh: -2; D2 antagonist: 6; TRHR PAM: -1; TRHR agonist: 0.0; IDH1 R132H inh: 5%; TrxR1 inh: 13%; USP1 inh: -2%; D2 agonist: 65*; TrxR1 substrate: 1%

Compound activity: PubChem, National Center for Advancing Translational Sciences (NCATS)
